# Screening results as filed in PubChem BioAssay.
# TRPML3 ag: agonists of human TRPML3 channel | Q8TDD5 | HEK293 TRPML3-YFP, Fluo-8 calcium fluorescence; 100% = the carbachol control signal | activation, % at 3 µM | 0.29% of 220,000 active;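 active = activation above its plate's cutoff, the mean activation of the plate's test wells plus 3 SD, cut at about 12% in these data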;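 also: 0% = DMSO only wells and 100% = carbachol wells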
#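 Test system: TRPML3-YFP stable HEK293 cells. Doses: single point at 3 µM. Incubation: dye loading 1 h 37 °C then 30 min ambient, 125 s read. Signal: Fluo-8 calcium dye fluorescence, ex 470-495, em 515-575 nm. Measure: percent activation from peak-to-basal fluorescence ratio, scaled between DMSO and carbachol.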
# BaF3 parental: reduces parental Ba/F3 cell viability, JAK2V617F counter-screen; inhibition, % at 5.6 µM; 1.1% of 220,000 active; AID 1486; CellTiter-Glo ATP luminescence;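 active = inhibition above a per-campaign cutoff, the mean inhibition of all tested compounds plus 3 SD, cut at about 27% in these data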;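 also: 0% = DMSO wells and 100% = JAK Inhibitor I control wells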
# EP2 modulator: modulates human prostaglandin E2 receptor EP2 signaling | EP2-expressing cells, cAMP HTRF FRET, PGE2 co-stimulation | AID 940 | 0.83% of 260,000 active | induction, % at 25 µM;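 active = compounds whose cAMP rise, as percent of the full-agonist control response, exceeds 60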;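 also: rat C6 glioma line stably carrying human EP2 under a CMV promoter; the protocol text gives 20 µM as final concentration; 100% = response of wells given 1 µM PGE2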
# Target sequence (P43116 whole entry, looked up): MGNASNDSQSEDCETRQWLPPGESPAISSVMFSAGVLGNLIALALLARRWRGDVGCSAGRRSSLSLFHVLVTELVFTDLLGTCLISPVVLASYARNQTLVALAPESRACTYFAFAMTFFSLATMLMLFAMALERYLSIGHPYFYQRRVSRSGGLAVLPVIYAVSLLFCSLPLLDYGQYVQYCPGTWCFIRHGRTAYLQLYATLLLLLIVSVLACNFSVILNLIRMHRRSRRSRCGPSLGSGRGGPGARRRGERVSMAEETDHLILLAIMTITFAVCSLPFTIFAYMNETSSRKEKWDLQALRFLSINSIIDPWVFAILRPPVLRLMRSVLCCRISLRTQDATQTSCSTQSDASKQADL
# Calpain2 inh: inhibitors of pig calpain II. purified calpain II, fluorogenic peptide substrate, 30 min. inhibition, % at 16 µM. 0.37% of 220,000 active. AID 1236;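 active = inhibition above about 50%, limit read from the data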
# Ba/F3 V617F tox: loss of viability in JAK2V617F-driven Ba/F3 cells; 1.1% of 220,000 active; Ba/F3 EpoR-JAK2V617F viability, ATP luminescence; AID 1446; inhibition, % at 5.6 µM;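 active = inhibition above the campaign mean plus 3 SD over all tested compounds, cut at about 24% in these data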;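 also: cytokine-independent growth of Ba/F3 cells driven by EpoR plus mutant JAK2; 0% = DMSO-treated cells and 100% = JAK inhibitor I control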
# TRPN1 ag: activates the zebrafish TRPN1 channel; HEK293 zebrafish TRPN1-YFP, Fluo-8 calcium fluorescence; 100% = response to 87 µM carbachol; activation, % at 3 µM; 0.18% of 220,000 active;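 active = activation above its plate's cutoff, the mean activation of test wells on that plate plus 3 SD, cut at about 19% in these data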;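 also: 0% = DMSO alone and 100% = 87 µM carbachol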
#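 Material – zebrafish TRPN1-YFP in HEK293 cells · Doses – 3 µM single point · Schedule – dye 1 h 37 °C plus 30 min RT · Signal – Fluo-8 calcium fluorescence, excitation 470-495 nm, emission 515-575 nm · Read-out – % activation versus carbachol response · Control set – carbachol high, DMSO low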
# S1P4 agonist: activates the human S1P4 receptor | O95977 | S1P4-expressing cell line, agonist reporter assay | activation, % at 4.98 µM | 0.35% of 220,000 active | AID 1509; in the data active = activation above about 11%;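 also: 0% = DMSO vehicle and 100% = reference agonist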
# Target sequence (O95977 whole entry, looked up): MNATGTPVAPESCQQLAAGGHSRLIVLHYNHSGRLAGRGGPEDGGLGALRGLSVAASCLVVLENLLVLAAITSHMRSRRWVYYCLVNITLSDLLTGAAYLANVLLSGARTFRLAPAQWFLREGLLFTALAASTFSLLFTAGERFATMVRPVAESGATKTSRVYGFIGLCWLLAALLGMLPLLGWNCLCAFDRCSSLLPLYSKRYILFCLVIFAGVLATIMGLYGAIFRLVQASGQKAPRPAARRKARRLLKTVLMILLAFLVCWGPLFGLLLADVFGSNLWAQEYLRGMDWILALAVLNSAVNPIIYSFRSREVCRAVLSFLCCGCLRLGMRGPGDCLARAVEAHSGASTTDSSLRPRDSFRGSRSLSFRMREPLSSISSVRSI
# PERK inh: inhibitors of human PERK kinase | Q9NZJ5 | CHO PERK-DD fusion, SEAP luminescence translation reporter | inhibition, % at 5.6 µM | 0.17% of 220,000 active;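 active = inhibition above the mean inhibition of all tested compounds plus 3 SD, set separately per screening campaign, cut at about 2.9% in these data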;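 also: PERK kinase domain activated by AP20187 dimerizer at 100 nM; 0% = DMSO with dimerizer and 100% = rapamycin at 8.4 µM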
# S1P4 antagonist: blocks the human S1P4 receptor; 0.26% of 220,000 active; S1P4-expressing cells, antagonist mode, reporter read-out; inhibition, % at 4.98 µM; O95977; in the data active = inhibition above about 29%;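 also: 0% = wells stimulated with agonist and 100% = vehicle wells without agonist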
# * = called active by the depositor; & = joins results of further samples. Hits appear at their usual frequency; overall some 3.6% were active at least once.
SMILES,TRPML3 ag,BaF3 parental,EP2 modulator,Calpain2 inh,Ba/F3 V617F tox,TRPN1 ag,S1P4 agonist,PERK inh,S1P4 antagonist
CCOC(=O)c1cc(COc2cc(Cl)cc(Cl)c2)on1,-0.7,0.0,-69.9,28.0,3.5,-1.9,-2.2,0.7,10.0
CCOC(=O)C1(Cc2ccccc2C(F)(F)F)CCN(C2CCN(C(C)C)CC2)CC1,1.6,15.9,-21.0,-18.7,73.2*,1.3,-0.1,-0.3,-1.7
CC(/C=C/c1ccccc1)=N/NC(=O)c1cnccn1,1.0,0.8,10.3,-15.2,-4.2,0.7,-1.4,-0.1,-16.1
Cc1ccc(/C=C/C(=O)OCC(=O)Nc2ccccc2Sc2ccccc2)cc1,-0.2,3.7,42.1,23.9,-4.1,1.0,-0.5,1.0,8.0
CC(C)(C)C(=O)NC(=S)N1CCc2ccccc21,0.8,6.6,-11.6,1.4,-1.3,0.2,4.2,-0.1,-10.9
CCCCCCCCOC(=O)CCn1[nH]c(=O)c2ccccc2c1=O,-0.3,-3.0,27.4,6.8,-4.3,0.4,1.0,0.8,-21.4
COc1cc(OC)c(NC(=O)CCc2ccccc2)cc1Cl,-0.4,2.1,-17.6,-5.0,-4.0,-1.1,1.9,-0.2,-6.4
CSc1ccc(/C=N/N2CCN(Cc3ccc(Cl)cc3)CC2)cc1,1.0,-0.2,-37.4,2.0,-4.2,1.2,3.4,0.0,3.0
CCc1cccc(CC)c1NC(=O)C1CN(S(=O)(=O)c2ccccc2)CCN1S(=O)(=O)c1ccccc1 (configuration not stated),-0.8,10.2,26.7,-66.2,4.8,-0.9,-0.9,-0.5,-18.3
Cc1noc(C)c1S(=O)(=O)N1CCCC(C(=O)Nc2cccnc2)C1 (configuration not stated),0.9,0.5,8.7,-8.6,-0.1,0.8,0.3,0.0,-6.9
O=C(COc1ccc2ccc(=O)oc2c1)Nc1ccc2c(c1)OCCO2,1.1,4.1,-8.5,-127.0,2.9,1.4,-0.5,1.9,-14.0
NC(=S)NC1CC2CC1C1C=CCC21 (configuration not stated),-0.1,-1.4,-5.3,-6.2,-1.5,1.1,-0.3,0.0,-17.6
C=C(C)c1cccc(C(C)(C)NC(=O)NCCCn2ccnc2)c1,0.5,7.3,18.6,12.8,1.3,-0.5,2.9,-0.2,-26.1
CCCS(=O)(=O)N1CCN(C2Cc3ccccc3C2)CC1,0.1,-11.0,9.2,1.0,-1.0,0.0,-0.8,1.1,-25.9
CCOc1ccc(C(=O)OCCCN(C)C)cc1,1.0,0.1,20.5,-13.8,-5.4,-0.1,2.8,0.7,-24.6
CC1=CC(=O)N(c2ccc(C)cc2)C1c1ccc(Cl)cc1 (configuration not stated),0.0,5.3,6.4,-12.6,0.7,-1.0,0.9,-0.5,-11.0
Nc1ccc(S(=O)(=O)c2ccc(Cl)cc2)cc1,0.7,2.1,6.2,1.4,1.3,-0.8,3.1,1.0,0.1
Cc1nn(CC(=O)NCc2cccc3ccccc23)c(=O)c2ccccc12,-0.1,-0.5,-7.6&11.1,12.7,0.5,0.0,-0.2,0.9,6.4
c1ccc2c(c1)OCCOCCOCCO2,-0.5,4.1,16.6,-26.5,-0.3,-2.2,0.2,1.0,-8.8
CCN1C(=O)/C(=C\N(C)C)S/C1=N\S(=O)(=O)c1ccccc1,2.2,4.4,19.5,9.6,6.4,0.8,1.7,-0.2,-9.8
O=C(Nc1nnc(-c2ccco2)s1)C1CCCCC1,0.4,8.1,-12.3,-1.1,-0.6,0.2,-0.2,0.1,-11.2
CC(=O)OCC1=C(C(=O)O)N2C(=O)C(NC(=O)Cn3nc(C(F)F)c(Cl)c3C)C2SC1 (configuration not stated),0.2,5.4,22.9,-7.6,3.4,-0.1,-1.0,0.7,1.4
COc1cccc(C2CC(c3ccccc3OC)n3nc(N)nc3N2)c1 (configuration not stated),1.1,2.8,23.1,48.0,-4.3,0.8,2.4,0.6,-5.4
COc1cc(/C=C2/C(=O)NN(c3cccc(C)c3)C2=O)cc([N+](=O)[O-])c1O,0.4,4.1,26.5,-10.4,-1.7,0.6,1.6,1.0,4.6
CCC(C)NC(=O)Cc1c(OC)ccc2cc(Br)ccc12 (configuration not stated),-0.6,4.0,42.0,2.3,0.6,0.2,2.1,0.7,-8.4

# Carrying on.
SMILES,TRPML3 ag,BaF3 parental,EP2 modulator,Calpain2 inh,Ba/F3 V617F tox,TRPN1 ag,S1P4 agonist,PERK inh,S1P4 antagonist
Cc1[nH]c2ccccc2c1/C=N/NC(=O)CNC(=O)c1cccs1,0.7,-2.8,-37.0,29.8,3.0,-0.4,-0.3,0.8,5.0
CC(=O)N1c2ccccc2C(C)=CC1(C)C,1.1,-5.9,24.2,-5.1,-2.5,1.2,0.8,0.9,-1.8
COc1ccccc1NC(=O)C(=O)N/N=C(\C)CC(=O)Nc1ccccn1,0.6,0.1,-4.5,-3.1,-1.2,-0.2,-0.1,0.3,14.4
CN1C(=O)C(CC(=O)O)S/C1=N\N=C\c1ccc(O)cc1O (configuration not stated),0.4,-3.0,-9.7,21.9,2.6,-0.7,1.5,1.8,17.1
COc1ccc(S(=O)(=O)N[C@H](C(=O)N2CC[C@@]3(O)CCCC[C@H]3C2)c2ccccc2)cc1,0.1,1.0,13.4,31.4,1.6,-0.2,1.8,-0.4,-9.6
Cc1ccc(Cn2nc(C)c(NC(=O)C3(C)CC3(Br)Br)c2C)cc1 (configuration not stated),-0.2,0.4,38.7,-17.0,-3.8,-0.5,2.0,-0.5,-11.5
CCn1c(=O)cc(OCC(=O)N(C)c2ccccc2F)c2ccccc21,-0.8,7.9,9.6,12.3,-1.5,-0.5,-0.8,-0.4,-32.2
CCCC(C)c1nnc(NC(=O)CN2C(=O)c3ccccc3C2=O)s1 (configuration not stated),0.8,9.1,-4.9,-6.6,2.2,1.9,0.4,0.1,-10.7
COc1ccc(CCNC(=O)N2CCOCC2)cc1,1.1,2.2,-3.7&12.8,-15.9,0.0,0.4,-3.0,0.2,-4.6
CCc1ccc(OCC(O)CN2CCC(CN3C(=O)c4cccc5cccc(c45)C3=O)CC2)cc1 (configuration not stated),0.0,9.2,-54.6,33.0,3.5,-0.7,-1.2,-1.2,-9.4
CCC(=O)Nc1cccc(NC(=O)CSc2nnnn2C)c1,1.1,5.1,25.1&-18.4,-19.6,1.0,-0.3,0.8,0.1,-4.4
O=C(NCCc1csc(-c2ccccc2)n1)c1cccs1,-0.2,1.4,-39.4,-29.5,-2.8,-0.1,-3.7,-0.6,-24.2
O=C(CSCc1ccc(Cl)cc1)NN=C1CCCC1,0.2,1.7,5.7,4.8,3.9,-0.2,0.5,0.3,-8.5
O=C(CSc1ncn[nH]1)Nc1ccccc1Sc1ccccc1,0.0,1.5,23.1,-7.4,1.6,-1.0,1.6,-1.2,-15.0
O=C1N=C(N2CCc3ccccc3C2)S/C1=C\c1cccc(O)c1,-0.9,3.5,-27.8,-20.8,-2.2,0.1,3.7,0.7,-10.3
Cc1nn(C)c(C)c1NC(=O)c1ccc(Cl)cc1,0.6,7.8,14.7,-24.9,4.1,0.5,-0.6,-0.5,1.4
CC(OC(=O)c1ccc(F)cc1)C(=O)Nc1nc(-c2cccc([N+](=O)[O-])c2)cs1 (configuration not stated),0.8,0.1,-13.0,-12.6,-3.5,0.2,4.0,0.0,-1.8
CN(CC(CC(=O)Nc1nncs1)c1ccccc1)S(=O)(=O)c1ccc(Br)cc1 (configuration not stated),-0.7,-1.2,15.0,-34.1,-4.1,-1.8,1.2,-0.2,-8.8
COc1ccc(/C=C/C(=O)Nc2cccc(C(C)=O)c2)cc1,1.4,-1.3,-58.3,1.9,-4.0,5.2,-1.8,0.3,3.5
CCOC(=O)c1[nH]c(C)c(C(=O)N2CCN(C(=O)OCC)CC2)c1CC,0.6,3.4,2.7,-29.3,3.1,0.8,3.0,-0.6,-82.6
COC(=O)c1cc(NS(=O)(=O)c2ccc(N3CCCCC3)c([N+](=O)[O-])c2)cc(C(=O)OC)c1,0.6,-3.2,40.1,-75.5,-4.8,1.0,0.4,1.0,12.3
Cc1ccc(-n2[nH]c(C)c(/C=N/n3c(C)nc4ccccc4c3=O)c2=O)cc1,-0.4,8.1,12.9,1.7,6.2,-0.4,1.4,1.1,-24.6
CCOC(=O)Cn1nc(C)c(NC(=O)COc2ccc(F)cc2F)c1C,1.1,4.9,10.0,-53.3,1.2,1.7,0.3,0.6,-11.0
CCOC(=O)N1CCC(NC(=O)c2cccnc2SC)CC1,1.1,4.0,10.4,25.5,0.3,1.1,0.6,-0.6,-23.7
CC(C)NC(=O)CSc1nccc(-c2cccs2)n1,-0.5,4.1,7.8,-0.2,-0.5,2.1,1.3,0.3,-7.6

# Continued:
SMILES,TRPML3 ag,BaF3 parental,EP2 modulator,Calpain2 inh,Ba/F3 V617F tox,TRPN1 ag,S1P4 agonist,PERK inh,S1P4 antagonist
CCOC(=O)CN1NC2(CCCCCCC2)NC1=S,0.5,1.5,23.6,-18.4,-0.9,-0.2,1.7,-0.6,-2.5
COc1ccc2ccccc2c1/C=N/NC(=S)NCCN1CCOCC1,-2.0,4.4,-53.4,43.8,-2.4,-1.4,-0.6,0.4,-7.5
Cc1onc(-c2ccccc2)c1C(=O)n1cccn1,0.1,-2.3,1.9,14.4,-3.5,-0.6,-0.8,0.9,-5.9
Cc1c(C(=O)N2CCOCC2)sc(NC(=O)Cc2ccccc2)c1C#N,0.5,6.8,-2.1&-0.3,-21.4,-1.4,1.1,-0.5,0.3,-21.3
CCCc1c(O)nc(SCc2ccccc2)[nH]c1=O,-0.2,2.8,22.1,-2.0,0.2,4.8,0.6,-0.4,-8.4
CNC(=S)NCCc1c[nH]c2ccc(OC)cc12,0.4,4.6,-25.0,-12.7,1.0,0.9,2.6,-0.1,-14.6
COc1ccc(/C=C/C(=O)NC(=S)Nc2ccc(S(=O)(=O)Nc3nccnc3OC)cc2)cc1,0.4,3.6,-11.3,-51.5,0.2,1.1,-0.2,0.6,-5.1
O=C(NCC1CCCO1)c1ccc(CNS(=O)(=O)c2ccc(F)c(Cl)c2)cc1 (configuration not stated),0.5,4.3,8.3,8.9,0.5,1.1,2.1,-0.5,-7.0
CC(NC(=O)CN1CCN(c2ncccn2)CC1)c1ccc(F)cc1 (configuration not stated),1.3,3.8,14.1,-14.1,1.2,0.6,-0.7,0.2,-8.3
CCOC(=O)C1CCCN(C(=O)C(C)(C)Oc2ccc(Cl)cc2)C1 (configuration not stated),0.2,8.3,18.2,-54.8,3.6,-0.9,0.3,1.0,-16.4
CSc1ccccc1COC(=O)Nc1ccccc1C,-1.0,9.6,-88.6,-7.0,5.7,-1.7,0.5,0.6,-12.1

# Ordered by molecular weight (lowest first): some entries from above
SMILES,TRPML3 ag,BaF3 parental,EP2 modulator,Calpain2 inh,Ba/F3 V617F tox,TRPN1 ag,S1P4 agonist,PERK inh,S1P4 antagonist
CSc1ccccc1COC(=O)Nc1ccccc1C,-1.0,9.6,-88.6,-7.0,5.7,-1.7,0.5,0.6,-12.1
O=C(CSCc1ccc(Cl)cc1)NN=C1CCCC1,0.2,1.7,5.7,4.8,3.9,-0.2,0.5,0.3,-8.5
CCOC(=O)Cn1nc(C)c(NC(=O)COc2ccc(F)cc2F)c1C,1.1,4.9,10.0,-53.3,1.2,1.7,0.3,0.6,-11.0
CC(=O)OCC1=C(C(=O)O)N2C(=O)C(NC(=O)Cn3nc(C(F)F)c(Cl)c3C)C2SC1 (configuration not stated),0.2,5.4,22.9,-7.6,3.4,-0.1,-1.0,0.7,1.4
